Xi reactivation: X-chromosome reactivation activator | 0.055% of 360,000 active | activation, % at 7.58 µM | XiGFP mouse fibroblasts, % GFP-positive cells imaging, 3 d; cells co-treated with 5-aza-dC sensitizer; scaled so ellipticine positive control = 100%;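 active = mean normalized replicate activation at least 10% and every replicate at or above 10%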;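 note: 0% = median of on-plate neutral control wells and 100% = ellipticine 6 µM median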
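Schedule: 3 d treatment, 15 min room-temperature fixation; system: 68-5-11 XiGFP fibroblast line; buffer or medium: DMEM plus 5-aza-dC sensitizer; control set: ellipticine 6 µM positive control; compound: one concentration, pinned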
FN deposit inh: fibronectin deposition inhibition. 0.086% of 350,000 active. AH1F fibroblasts, Alexa488-fibronectin deposition fluorescence, overnight. inhibition, % at 12.6 µM;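 active = mean inhibition across replicates of 30% or more, regardless of how many single replicates reach that level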;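 note: positive control wells lacked labelled fibronectin entirely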
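material = AH1F fibroblast monolayer depositing Alexa488-labelled fibronectin into matrix | amount = 10000 AH1F cells/well | buffer or medium = DMEM plus 2% serum, read in PBS | incubation = 1 h cell adhesion before compound, then overnight fibronectin incubation | detection = fluorescence at 485 nm excitation, 525 nm emission | evaluation = percent inhibition as loss of matrix-bound fibronectin fluorescence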
S100A4 inh HTS: S100A4-myosin IIA interaction inhibition; 0.14% of 360,000 active; inhibition, % at 10.7 µM; S100A4/TAMRA-MyoIIA peptide fluorescence polarization; AID 652163; P26447;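 active = mean inhibition of at least 70% across replicates, with every replicate also reaching that level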
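Test system – S100A4 monomer (human) · Compound – single-point compound testing · Schedule – 5 min incubation before reading · Probe or stimulus – TAMRA-labelled myosin IIA heavy-chain peptide probe, 5 nM · Benchmarks – neutral control DMSO, positive control TFP · Medium – Calcium-containing HEPES buffer, pH 7.2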
RAD52 anneal inh: blocks human RAD52 DNA annealing; P43351; recombinant RAD52 DNA annealing, FRET fluorescence; inhibition, % at 18.7 µM; 0.46% of 360,000 active;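 active = every replicate showing at least 50% inhibition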
Target sequence (P43351 whole entry, looked up): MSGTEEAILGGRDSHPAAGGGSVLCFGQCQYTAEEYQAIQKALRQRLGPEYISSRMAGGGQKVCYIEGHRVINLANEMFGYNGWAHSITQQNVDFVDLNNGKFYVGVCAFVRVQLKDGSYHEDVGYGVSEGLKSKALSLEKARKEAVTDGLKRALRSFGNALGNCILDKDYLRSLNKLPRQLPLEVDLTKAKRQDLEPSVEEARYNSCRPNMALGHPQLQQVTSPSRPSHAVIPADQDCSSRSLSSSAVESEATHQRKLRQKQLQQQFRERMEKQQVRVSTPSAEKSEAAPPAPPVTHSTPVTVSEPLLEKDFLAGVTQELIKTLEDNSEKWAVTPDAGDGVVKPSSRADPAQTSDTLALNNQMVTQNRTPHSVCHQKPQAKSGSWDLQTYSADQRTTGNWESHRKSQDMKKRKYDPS
EWS-Fli block: blocks EWS/Fli oncoprotein-driven transcription | 0.67% of 350,000 active | inhibition, % at 12.6 µM | A673 NR0B1-luciferase reporter, viability-normalised | AID 651661;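 active = mean inhibition of at least 50% after viability correction, with every replicate also passing that limit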;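 note: firefly luciferase signal divided by Alamar Blue viability fluorescence both relative to DMSO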
RAD54 inh: inhibitors of human RAD54 branch migration. RAD54 Holliday junction branch migration, FAM/BHQ fluorescence. inhibition, % at 10.4 µM. 0.14% of 360,000 active. AID 602329;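 active = mean normalized replicate activity at least 40 and at least half of replicates scoring 40 or more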;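 note: 0% = median of neutral control wells and 100% = median of positive control wells; inhibitors cause a drop in the FAM fluorescence signal; in these data hits start at about 50%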
E-selectin induc: E-selectin induction on HUVECs; P16581; HUVEC E-selectin immunofluorescence imaging; normalized: neutral wells 0, TNF-alpha wells 100; activation, % at 7.58 µM; 0.37% of 260,000 active; AID 686992;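 active = mean E-selectin-positive cell signal at least 10% of the positive control, reached in at least 60% of replicates, without over 20% cell loss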;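 note: in these data hits start at about 27%; measured in HUVEC primary endothelial cells; signal is the percent of cells scored E-selectin positive by PE staining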
Target sequence (P16581 whole entry, looked up): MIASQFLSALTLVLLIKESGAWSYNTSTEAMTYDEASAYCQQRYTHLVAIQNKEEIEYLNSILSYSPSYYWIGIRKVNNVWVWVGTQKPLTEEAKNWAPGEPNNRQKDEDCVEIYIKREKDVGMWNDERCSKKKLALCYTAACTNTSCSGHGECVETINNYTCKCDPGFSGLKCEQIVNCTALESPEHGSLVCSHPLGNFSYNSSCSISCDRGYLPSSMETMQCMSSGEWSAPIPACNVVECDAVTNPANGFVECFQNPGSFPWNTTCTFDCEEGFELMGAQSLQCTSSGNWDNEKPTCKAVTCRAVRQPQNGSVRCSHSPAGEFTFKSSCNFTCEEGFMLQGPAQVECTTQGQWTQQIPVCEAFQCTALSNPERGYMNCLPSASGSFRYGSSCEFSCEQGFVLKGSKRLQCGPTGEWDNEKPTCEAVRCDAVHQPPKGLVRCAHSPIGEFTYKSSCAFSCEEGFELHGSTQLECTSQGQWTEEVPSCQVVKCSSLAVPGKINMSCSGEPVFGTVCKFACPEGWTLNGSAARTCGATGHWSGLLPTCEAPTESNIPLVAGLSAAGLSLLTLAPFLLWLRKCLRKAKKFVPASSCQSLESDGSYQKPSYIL
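Assay system: HUVEC primary endothelial cells. Input: 3,000 HUVEC seeded per well. Doses: one compound dose added by pin transfer. Read-out basis: % PE-positive cells. Benchmarks: TNF-alpha high, DMSO low. Detection: immunofluorescence imaging. Buffer or medium: EGM-2, gelatin.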
esBAF inh: SWI/SNF esBAF complex inhibition; mouse ES cells, Bmi1-luciferase knock-in reporter, 24 h; 100% = twice the neutral-well signal; AID 602393; reporter increase, % at 12.5 µM; 2% of 350,000 active; in the data active = activation above about 40%;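 note: 0% = median of the plate's neutral control wells and 100% = double that signal; a rise in the Bmi1 reporter signal indicates esBAF inhibition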
The depositor's hits bear a star; x = not tested or not shown.

SMILES | Xi reactivation | FN deposit inh | S100A4 inh HTS | RAD52 anneal inh | EWS-Fli block | RAD54 inh | E-selectin induc | esBAF inh
CN1C[C@@H]2[C@@H]3C(=O)N(Cc4ccccc4)C(=O)[C@@H]3[C@](C)(C1=O)N2C(=O)c1ccc(Cl)cc1 | -0.1 | -11 | -1 | -1 | -2 | -3 | 0.1 | -3
COc1ccc(-c2nnc(CSc3nc4ccccc4c(=O)n3CC(C)C)o2)cc1OC | x | x | -3 | -16 | -5 | 4 | x | 0
O=C(Cc1ccc(Cl)cc1)Nc1ccc2oc(=O)ccc2c1 | -0.2 | 1 | 2 | -7 | 3 | -2 | -2.2 | -6
Cc1ccc(C(=O)Nc2c3c(nn2-c2ccccc2)CS(=O)(=O)C3)cc1C | 0.2 | -1 | 0 | -14 | x | -3 | -0.2 | 11
CC[C@@]1(C(=O)OC)N[C@H](CN(C)C(=O)c2ccccc2)[C@@H]2C(=O)N(C)C(=O)[C@@H]21 | 0.3 | 2 | -1 | 5 | -3 | 1 | -0.1 | 4
COc1ccc(S(=O)(=O)n2[nH]c(=O)c(CCO)c2C)c([N+](=O)[O-])c1 | 0.4 | -7 | -2 | -14 | 1 | 6 | x | -6
Cc1ccc(C2N=C(N)Nc3nc(=O)c4ccccc4n32)cc1 (stereo unspecified) | 0.2 | -2 | -4 | 5 | 1 | x | x | x
Cc1nc(C(=O)N2CCc3c([nH]c4ccccc34)C2c2ccccn2)cs1 (stereo unspecified) | 0.0 | -5 | 3 | 0 | 6 | x | x | 2
CN1CCN(S(=O)(=O)c2ccccc2)CC1 | 0.1 | 5 | -3 | -5 | -45 | -6 | 0.2 | -11
O=C(COC(=O)C1C2CC3OC(=O)C1C3C2)Nc1cccc(C(F)(F)F)c1 (stereo unspecified) | 0.0 | 1 | 10 | -3 | -7 | 2 | x | 9
COCCCNC(=S)N1CCN(C)CC1 | -0.1 | -3 | -7 | 3 | -6 | -9 | -0.2 | -6
COc1ccc(S(=O)(=O)Nc2ccc3c(c2)CC(=O)N([C@@H](C)CO)C[C@@H](C)[C@@H](CN(C)Cc2ccc(C(=O)O)cc2)O3)cc1 | -0.1 | 8 | -9 | -6 | -11 | 9 | -0.1 | 1
CCNC(=O)C1CCCN(C(=O)c2ccc(N(C)C)cc2)CC1 (stereo unspecified) | 0.1 | -6 | -1 | -20 | -2 | -2 | 0.7 | 2
CC1=C(C(=O)OC2CCCCC2)C(c2ccccc2F)NC(=O)N1 (stereo unspecified) | 0.0 | -14 | -3 | -6 | 3 | -2 | -0.2 | -6
CC(C)c1nnc(NC(=O)CCC(=O)N2CCN(Cc3ccc(F)cc3)CC2)s1 | 0.2 | 5 | 1 | -7 | x | -11 | 1.5 | -4
OCCc1ccccc1 | 0.2 | -3 | -4 | -7 | -6 | x | 2.2 | x
CC(=O)NCCNc1nc2c(-c3cccc(C(F)(F)F)c3)nnn2c2ccccc12 | 0.2 | x | -3 | -7 | -7 | -5 | x | -3
CCc1cc(=O)oc2cc(C)cc(OC(C)C(=O)NCc3cccnc3)c12 (stereo unspecified) | 0.1 | 2 | -2 | -4 | x | 8 | x | -2
CCCn1cc(S(=O)(=O)c2ccc(C)cc2)c(=O)c2cc(OCC)ccc21 | 0.0 | 5 | -7 | 1 | -35 | 0 | x | -1
O=C(O)c1ccccc1-c1cccc2nncn12 | 0.0 | -6 | 1 | -9 | 0 | -22 | 0.2 | -5
CCc1cccc(CC)c1NC(=S)N1CCn2cccc2C1c1ccncc1 (stereo unspecified) | 0.2 | 4 | -2 | -19 | -6 | x | 0.0 | x
CN1CCN(C(=O)Nc2ccccc2)CC1 | 0.1 | x | 0 | -5 | 10 | x | x | x
C[C@H]1CCCCO[C@@H](CN(C)C(=O)C2CCCCC2)[C@@H](C)CN([C@@H](C)CO)C(=O)c2cc(NC(=O)C3CCCCC3)ccc2O1 | 0.1 | x | 13 | 7 | 4 | 5 | 0.8 | -9
CCOc1ccccc1N1CCN(CC(=O)Nc2cc(C)on2)CC1 | 0.1 | 8 | 4 | -15 | 2 | x | -0.1 | x
COCC(=O)N(C)C[C@@H]1Oc2ncc(C#CC(C)(C)O)cc2C(=O)N([C@H](C)CO)C[C@@H]1C | -0.7 | 1 | -11 | -2 | -4 | 8 | 0.5 | -7

Five entries already listed, ordered by length of the SMILES, ascending.
SMILES | Xi reactivation | FN deposit inh | S100A4 inh HTS | RAD52 anneal inh | EWS-Fli block | RAD54 inh | E-selectin induc | esBAF inh
O=C(Cc1ccc(Cl)cc1)Nc1ccc2oc(=O)ccc2c1 | -0.2 | 1 | 2 | -7 | 3 | -2 | -2.2 | -6
CC1=C(C(=O)OC2CCCCC2)C(c2ccccc2F)NC(=O)N1 (stereo unspecified) | 0.0 | -14 | -3 | -6 | 3 | -2 | -0.2 | -6
CCCn1cc(S(=O)(=O)c2ccc(C)cc2)c(=O)c2cc(OCC)ccc21 | 0.0 | 5 | -7 | 1 | -35 | 0 | x | -1
COc1ccc(-c2nnc(CSc3nc4ccccc4c(=O)n3CC(C)C)o2)cc1OC | x | x | -3 | -16 | -5 | 4 | x | 0
COc1ccc(S(=O)(=O)n2[nH]c(=O)c(CCO)c2C)c([N+](=O)[O-])c1 | 0.4 | -7 | -2 | -14 | 1 | 6 | x | -6

Back to the main list, starting two compounds before the break.
SMILES | Xi reactivation | FN deposit inh | S100A4 inh HTS | RAD52 anneal inh | EWS-Fli block | RAD54 inh | E-selectin induc | esBAF inh
CCOc1ccccc1N1CCN(CC(=O)Nc2cc(C)on2)CC1 | 0.1 | 8 | 4 | -15 | 2 | x | -0.1 | x
COCC(=O)N(C)C[C@@H]1Oc2ncc(C#CC(C)(C)O)cc2C(=O)N([C@H](C)CO)C[C@@H]1C | -0.7 | 1 | -11 | -2 | -4 | 8 | 0.5 | -7
O=C(Nc1cccc(-n2cnnn2)c1)c1ccc(OC(F)(F)F)cc1 | 0.0 | 5 | -1 | -11 | 2 | 2 | x | 4
CO/N=C/c1c(-c2ccccc2)nn(C)c1Cl | 0.0 | 1 | -9 | -9 | 2 | x | x | 0
Cc1noc(C)c1NC(=O)N(C)C[C@H]1OCCCC[C@H](C)Oc2ccc(NS(=O)(=O)c3cn(C)cn3)cc2C(=O)N([C@H](C)CO)C[C@@H]1C | 0.4 | x | x | x | -8 | 3 | -0.1 | 0
CCN(C(=O)COC(=O)/C(C#N)=C/c1cc(C)n(CCOC)c1C)c1c(N)n(Cc2ccccc2)c(=O)[nH]c1=O | 0.3 | -1 | -6 | -82 | -4 | 1 | x | -3
CC(C)(C)n1ncc(Oc2ccccc2[N+](=O)[O-])c(Cl)c1=O | 0.1 | 5 | -8 | -7 | 8 | x | x | x
COc1ccccc1CNC(=O)COC(=O)CSc1ccc(Cl)cc1 | 0.0 | -1 | 0 | -9 | -1 | x | 0.1 | x
O=C(C[C@@H]1CC[C@H](NC(=O)C2CCOCC2)[C@H](CO)O1)Nc1ccc(-c2ccccc2)cc1 | -0.3 | x | 15 | -5 | 2 | 6 | 0.7 | 7
CC1CCC(C(C)C)C(OCC(O)CNC(C)c2ccccc2)C1 (stereo unspecified) | 0.6 | x | -5 | 22 | 38 | x | x | x
C[C@H]1CN([C@@H](C)CO)C(=O)c2cccc(NS(=O)(=O)c3ccc(Cl)cc3)c2O[C@@H]1CN(C)C(=O)Nc1ccccc1 | -1.1 | x | 6 | 19 | -12 | -7 | -0.2 | 4
CC(C)C[C@@H](CC#N)N1CCN(CCc2ccccc2)CCC1=O | 0.0 | 0 | 3 | -2 | -1 | -16 | -0.1 | 0
C[C@H](CO)N1C[C@H](C)[C@H](CN(C)S(=O)(=O)c2ccccc2)Oc2ncc(-c3ccncc3)cc2C1=O | 1.5 | 5 | -4 | -3 | -6 | 5 | -6.0 | 2
C[C@H](CO)N1C[C@H](C)[C@@H](CN(C)C)Oc2ccc(NC(=O)NC3CCCCC3)cc2CC1=O | -1.2 | 11 | -14 | -2 | 6 | 4 | -2.0 | -8
CN1c2ccc(Br)cc2[C@H]2[C@H](CCN2S(=O)(=O)c2ccccc2F)[C@H]1CO | 0.1 | 7 | 5 | -15 | 7 | -7 | 0.2 | 3
COc1ccc(Cl)cc1C(=O)N/N=C/c1ccc(N2CCOCC2)cc1 | 0.8 | -3 | 1 | -65 | -7 | -22 | 3.0 | 7
O=C(Cc1ccc(-n2c(=O)[nH]c3ccsc3c2=O)cc1)N1CCN(c2ccc(Cl)cc2)CC1 | -0.2 | -5 | x | x | x | -2 | 1.0 | x
CCOC(=O)[C@]12CCC=C1N(Cc1ccco1)C(=O)[C@H](CC(=O)NCC1CCCCC1)C2 | 0.3 | -1 | 0 | -80 | -6 | x | -0.1 | x
OCCN1CCN(c2ncnc3c2ncn3[C@H]2CN(Cc3ccc(F)cc3)C[C@@H](CO)O2)CC1 | 0.1 | -6 | -7 | -28 | -9 | 5 | -0.1 | -5
O=C(CN1CCN(CC(=O)c2ccc(Cl)cc2)CC1)c1ccc(Cl)cc1 | -0.1 | -2 | -6 | -21 | 6 | -3 | -0.1 | 9
CC(NC(=O)CSc1nc2c(c(C(F)(F)F)n1)CCc1ccccc1-2)c1ccccc1 (stereo unspecified) | x | x | 7 | -2 | x | 8 | x | -1
O=C(Oc1coc(CSc2nnc(NC(=O)C3CC3)s2)cc1=O)c1c(F)cccc1F | -0.1 | 3 | 4 | -14 | 23 | -1 | -0.3 | -6
Nc1cccn2c(-c3ccc(Cl)c(Cl)c3)cnc12 | 0.0 | 0 | 2 | -10 | -117 | x | x | x
COC(=O)c1ccc2nc(C3CCCCC3)c3c(c2c1)CCC3 | 0.5 | 13 | 14 | -4 | 8 | -5 | -0.1 | 10
COc1ccc(/C=C/C(=O)N2c3ccccc3Sc3ccc(C(F)(F)F)cc32)cc1 | -0.5 | -1 | -5 | -21 | 11 | x | 2.4 | x
CC(C)(C)C(=O)/C(=C/c1ccncc1)n1cncn1 | -0.2 | 11 | 0 | -17 | 41 | x | 8.4 | x
CCC(=O)Nc1ccc2c(c1)C(=O)N(C)C[C@@H](OC)[C@@H](C)CN(C(=O)CC1CC1)[C@@H](C)CO2 | 0.4 | -5 | -18 | 4 | -4 | -19 | -0.2 | 3
COc1ccccc1NC(=O)CSC1=NCCN1 | 0.4 | -7 | x | x | x | 8 | 0.0 | -4
CCCN1C[C@@H](C)[C@@H](OC)CN(C)C(=O)c2ccc(NC(=O)C3CCOCC3)cc2OC[C@H]1C | 0.2 | 2 | 1 | 35 | 12 | -1 | -0.1 | -10
CC(C(=O)NCCc1ccc(S(N)(=O)=O)cc1)N1C(=O)CC(C)(C)Sc2ccccc21 (stereo unspecified) | 0.0 | -1 | -8 | -4 | -1 | 6 | 0.2 | -2
C#CCN([C@@H](C)C(=O)OCC)S(=O)(=O)c1ccc(Br)cc1F | 0.3 | 1 | -2 | -11 | -7 | x | -0.2 | x
CCn1c(SCC(=O)NC2CC2)nnc1-c1ccccn1 | 0.1 | x | -3 | -10 | -9 | -3 | -0.8 | x

Assay outcomes from PubChem BioAssay.
